Bioassay records from PubChem.
hcDAF-12 act = H. contortus DAF-12 activation, primary screen; HEK293 hcDAF-12 lit1-tk-luc reporter, luminescence; 0% DMSO, 100% Δ7-dafachronic acid; activation, % at 6.8 µM; 370,000 tested, 1.4% active; AID 652067;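 active means activation above the mean of all tested compounds plus 3 SD, cut at about 5.5% in these data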;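 further: 100% = response to 3 µM Δ7-dafachronic acid high control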
HGIII-sPLA2 inh = Inhibits HGIII-sPLA2 liposome hydrolysis, primary screen; Q9NZ20; QFRET BODIPY PC-A2 liposome hydrolysis, fluorescence; inhibition, % at 12.2 µM; 370,000 tested, 0.56% active; AID 743126;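 active means inhibition above mean plus 3 SD of compounds lying within the high and low control bounds, cut at about 19% in these data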;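 further: 0% = median of test compound wells and 100% = no enzyme DMSO wells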
GAA850 FXN act = frataxin GAA850 promoter activation; HEK293 lucGAA850 FXN promoter luciferase reporter, 24 h; percent of 10 µM SAHA response; activation, % at 6 µM; 360,000 tested, 0.56% active;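 active means activation above the average of all compounds screened plus 3 SD, cutoff fixed separately per campaign, cut at about 7.5% in these data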;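 further: 0% = DMSO wells and 100% = 10 µM SAHA wells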
DAX1 inh-1 = inhibitors of DAX1 repression of SF-1 activated StAR promoter; HEK293T StAR-luciferase reporter, SF-1/DAX-1 repression relief; inhibition, % at 6.8 µM; AID 652010; 370,000 tested, 1.1% active;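 active means inhibition above the mean over all tested compounds plus 3 SD, cut at about 3.6% in these data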;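 further: 0% = DAX-1 cells with DMSO and 100% = cells lacking DAX-1 with DMSO; higher inhibition means more luminescence from relief of DAX-1 repression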
ssDAF12 agonist = activators of S. stercoralis DAF-12 nuclear receptor. HEK293 ssDAF-12/GRIP1 lit1-tk-luc reporter, luminescence; % of 3 µM dafachronic acid response. activation, % at 6.8 µM. 370,000 tested, 1% active;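 active means activation above the mean over all tested compounds plus 3 SD, cut at about 0.9% in these data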;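 further: 0% = DMSO-only wells and 100% = 3 µM delta7-dafachronic acid wells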
SMARCA2 activ = increases SMARCA2 function in MMTV reporter cells; AID 652017; activation, % at 9.1 µM; MG213 cells, MMTV-luciferase reporter, dexamethasone, overnight; 370,000 tested, 1% active; in the data active means activation above about 7.8%;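 further: 0% = vehicle wells and 100% = reference activator wells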
hgDAF12 agonist = hgDAF-12 agonism, primary luciferase screen | 370,000 tested, 1.8% active | AID 687014 | HEK293 GAL4-hgDAF12 UAS-luciferase reporter, agonist luminescence; normalized to butyrate control | activation, % at 6.8 µM;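 active means activation above a cutoff set at the mean of all screened compounds plus 3 SD, cut at about 10% in these data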;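 further: 0% = DMSO wells and 100% = sodium butyrate wells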
ADAM10 inh = inhibits human ADAM10; O14672; 370,000 tested, 0.62% active; inhibition, % at 7 µM; recombinant ADAM10, EDANS/DABCYL FRET peptide cleavage, 3 h;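 active means inhibition above a per-campaign cutoff equal to the mean of compounds falling between control-based bounds plus 3 SD, cut at about 20% in these data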;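 further: 0% = DMSO wells while the 100% control is not disclosed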
Target sequence (O14672 214-748 limits assumed): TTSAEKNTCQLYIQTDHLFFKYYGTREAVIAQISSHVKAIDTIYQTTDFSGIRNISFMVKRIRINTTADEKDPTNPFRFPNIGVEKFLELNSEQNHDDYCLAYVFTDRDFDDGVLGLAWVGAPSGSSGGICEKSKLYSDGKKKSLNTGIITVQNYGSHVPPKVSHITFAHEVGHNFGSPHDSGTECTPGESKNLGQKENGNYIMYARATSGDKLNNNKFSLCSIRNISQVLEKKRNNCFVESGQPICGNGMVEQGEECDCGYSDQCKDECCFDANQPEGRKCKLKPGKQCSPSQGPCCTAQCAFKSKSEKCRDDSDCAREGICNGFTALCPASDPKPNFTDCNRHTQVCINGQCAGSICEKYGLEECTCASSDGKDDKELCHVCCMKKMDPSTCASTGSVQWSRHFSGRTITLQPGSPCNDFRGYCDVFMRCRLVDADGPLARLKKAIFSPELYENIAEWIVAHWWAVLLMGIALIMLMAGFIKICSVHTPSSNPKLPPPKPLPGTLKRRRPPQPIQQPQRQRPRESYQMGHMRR
NPR2 activator = GC-B (human) receptor activation | 370,000 tested, 0.11% active | activation, % at 10 µM | P20594 | AID 1920062 | HEK293-GC-B cells, CNP EC30, cGMP TR-FRET; 0% at EC30 CNP, 100% saturating CNP;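 active means activation at 10 µM reaching about 35% in either raw or pattern-adjusted values, limit read from the data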
DAX1 inh-2 = inhibitors of human orphan nuclear receptor DAX1 (NR0B1) | 340,000 tested, 0.99% active | AID 504766 | P51843 | HEK293 Gal4-DAX1 luciferase reporter, luminescence | inhibition, % at 6.75 µM;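 active means inhibition above the mean over all tested compounds plus 3 SD, cut at about 4.2% in these data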;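 further: 0% = DAX1-transfected cells with DMSO and 100% = empty-vector control cells with DMSO; inhibition shows as a rise in luminescence from relieved DAX1 repression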
Target sequence (P51843 207-470 limits assumed): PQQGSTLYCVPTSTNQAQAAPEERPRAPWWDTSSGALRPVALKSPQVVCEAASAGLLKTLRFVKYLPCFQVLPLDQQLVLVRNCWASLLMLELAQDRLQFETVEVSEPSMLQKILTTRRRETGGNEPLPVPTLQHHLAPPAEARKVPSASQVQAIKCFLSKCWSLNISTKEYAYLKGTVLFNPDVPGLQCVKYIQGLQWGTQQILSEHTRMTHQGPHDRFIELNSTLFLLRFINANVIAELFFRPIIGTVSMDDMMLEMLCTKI
NPR1 activator = GC-A (human) enzyme activation | 370,000 tested, 0.14% active | activation, % at 10 µM | P16066 | AID 1671463 | HEK293 GC-A cells, cGMP TR-FRET, EC30 ANP; 0% at EC30 ANP, 100% saturating ANP; in the data active means activation above about 40%
* = called active by the depositor; i = inactive; . = not tested or not shown.

nr	structure	hcDAF-12 act	HGIII-sPLA2 inh	GAA850 FXN act	DAX1 inh-1	ssDAF12 agonist	SMARCA2 activ	hgDAF12 agonist	ADAM10 inh	NPR2 activator	DAX1 inh-2	NPR1 activator
1	COc1ccccc1C(=O)n1nc(-c2cccnc2)nc1N	1.4	4.9	-1.3	1.9	-2.3	7.2	0.0	-2.7	-4.8	0.1	3.4
2	CCCCCC(=O)Nc1ccc2oc(-c3cccnc3)nc2c1	-0.9	-6.0	2.1	2.0	-1.0	-3.7	1.4	-245.0	-2.6	0.6	0.8
3	CCc1ccc(N(C2C=CS(=O)(=O)C2)S(=O)(=O)c2ccccc2)cc1 (stereo not given)	-2.3	1.9	-0.5	0.1	-1.1	-2.3	-3.1	0.2	-2.4	0.2	-4.0
4	C=CCN(C(=O)c1ccccn1)C(C(=O)NCc1ccccc1)c1ccccc1F (stereo not given)	0.6	-0.1	2.1	-0.2	-0.9	-1.6	-1.1	6.6	-10.2	0.8	-15.9
5	CCOc1cc(C(=O)NC2CC(C)(C)NC(C)(C)C2)cc(OCC)c1OCC	-1.5	-2.3	1.7	0.1	-0.8	0.0	0.2	-0.5	0.9	2.4	3.0
6	Fc1ccc(CNc2ncnc3c2cnn3-c2ccccc2)cc1	-1.2	4.2	1.6	-0.7	-1.2	-0.5	-0.3	6.9	0.5	0.3	4.6
7	Cc1ccc(C2=CN(Cc3ccccc3)CCC2=O)cc1	-1.6	6.7	0.1	-0.4	-1.8	-0.2	2.5	-11.6	-0.9	1.1	-4.0
8	CN(Cc1ccon1)Cc1cn(C)nc1-c1cccc(Cl)c1	-0.3	-1.9	0.3	-0.7	-1.2	2.7	7.3	1.6	0.7	-0.1	1.3
9	COc1ccc(-c2cc3c(=O)n(CC(=O)NCc4ccccc4OC)ncn3n2)cc1	-0.9	-3.4	-1.8	-0.6	-1.2	1.1	4.3	-2.7	-8.4	2.7	5.6
10	COc1cccc(CC(=O)N2CCN(C(=O)C(=O)c3cccc(C(F)(F)F)c3)CC2)c1	1.2	-6.0	.	-0.2	-1.4	1.8	-0.5	-0.3	0.5	.	1.2
11	Cc1ccc(Cn2ccc(=O)c(OCc3c(Cl)cccc3Cl)c2C)cc1	-3.0	-8.5	0.1	-1.1	-2.2	-6.0	-2.0	17.4	-9.3	-1.5	-4.1
12	CCC1CCCCN1CCCNC(=O)c1ccc(CS(=O)(=O)Cc2ccccc2F)o1 (stereo not given)	0.0	3.4	-0.1	-0.2	-1.1	0.3	1.9	-5.3	1.6	0.8	-7.7
13	O=[N+]([O-])c1ccc2c(c1)CCCO[C@]21O[C@H](CCO)C[C@H](O)[C@H]1O	-0.5	2.4	.	0.6	-1.5	-4.6	-1.8	-0.2	-0.2	.	0.3
14	Cn1nc([N+](=O)[O-])nc1Sc1ccc(Cl)cc1	-2.9	14.3	0.9	-0.9	-1.5	-1.6	-3.0	1.5	6.8	2.0	-3.3
15	CCOC(=O)[C@H]1[C@H]2COc3ccc(C)cc3[C@@H]2N2C(=O)CN(CC3CCCO3)C(=O)[C@@]12C (stereo not given in full)	-1.5	-1.3	0.5	-0.5	-1.4	1.1	0.5	1.3	4.4	-0.2	5.2
16	O=C(NNC(=O)c1ccc(Cl)cc1Cl)Nc1ccccc1	-2.8	-16.1	0.6	0.1	0.1	-2.1	0.1	2.3	-3.2	-1.4	3.4
17	COc1ccc(-c2noc(CSc3nc4ccccc4c(=O)n3-c3ccc(C)cc3)n2)cc1	-1.6	-5.1	-0.3	0.7	-1.5	12.2*	0.9	3.2	0.1	0.1	-2.2
18	COc1ccccc1OCCCC(=O)NC(C)c1ccccc1 (stereo not given)	-0.8	-5.0	-0.8	-0.4	-0.8	1.8	-1.1	-1.6	1.6	1.4	-0.2
19	COc1ccccc1N1CCN(C(=O)COc2cccc(C)c2C)CC1	-0.9	-8.6	-0.9	-0.4	-2.2	-2.9	0.8	4.7	-2.4	-0.4	-4.5
20	Cc1cccc(OCC(=O)N2CCN(c3nnc(-c4ccccc4)c4ccccc34)CC2)c1	-1.4	-13.5	-2.6	-0.5	-1.8	-4.2	-3.5	-2.8	-1.5	-1.4	-4.7
21	Cc1ccc(C)c(Nc2nc3nonc3nc2N2CCOCC2)c1	-2.2	14.4	-0.2	-0.6	-1.4	-4.3	4.0	-2.5	2.8	-0.7	-1.2
22	CCc1nc2ccc(C(=O)Nc3cc(-c4ccccc4)ccc3OC)cn2c1N(C)CCCc1ccccc1	-0.8	-3.3	0.2	0.7	-0.8	-2.1	0.4	-7.5	-0.5	.	-1.3
23	O=C(CN1CCN(C/C=C/c2ccccc2)CC1)NC(=O)NC1CCCCC1	-0.9	-12.5	0.5	-0.9	-1.5	2.5	-3.6	0.4	-1.3	-1.2	1.4
24	CCOc1ccc(-n2cc(C(=O)NCc3ccco3)c3cc(OC)c(OC)cc3c2=O)cc1	-1.7	6.1	-0.8	-1.7	-0.8	-4.7	-6.2	-11.2	9.8	-1.4	0.5
25	O=S1(=O)CCOC[C@H](CC2CCCCC2)N1Cc1ccccc1Br	-0.6	1.0	-1.7	-0.4	-0.8	-1.9	-1.3	12.9	-1.5	0.8	-7.2
26	CNC(=O)COC(=O)c1cc(-c2ccco2)nc2ccccc12	3.7	-6.6	2.8	0.0	-0.9	0.2	2.1	i	7.1	-1.0	2.5
27	COc1ccc(CC(=O)Nn2c(-c3ccccc3)nc3ccccc3c2=O)cc1	-1.1	-5.7	2.1	0.1	-0.3	-0.4	-1.6	-0.4	4.1	-1.1	-0.4
28	CC(=O)Nc1ccc2sc(C)nc2c1	-1.4	0.9	2.8	0.0	-1.8	0.1	0.8	6.1	-3.4	0.9	-0.6
29	COC(=O)C1=C(C(=O)OC)[C@@H]2N(C)c3ccccc3[C@@]23C[C@@H](CO)N(C(=O)c2cccs2)C3=N1	-1.8	-0.5	3.3	-0.1	-1.3	1.2	1.1	-6.1	-4.6	-1.0	1.1
30	COC(=O)C1=C(C)NC(=O)NC1C1CC=CCC1 (stereo not given)	-2.2	4.9	3.1	-0.6	-0.6	-0.6	-1.4	-4.2	0.0	-0.1	3.5
31	CC1CC(=O)Nc2ccccc2N1C(=O)CN1C(=O)C(=O)N(C)C1=O (stereo not given)	0.8	-1.3	0.9	-0.6	-0.3	-1.9	-1.4	1.6	-0.3	0.4	2.4
32	O=C(CSc1ncn[nH]1)Nc1nc2c(F)c(F)c(F)cc2s1	-1.8	-17.8	-0.9	0.4	-1.2	-2.0	0.4	-8.2	-0.5	0.8	10.6
33	COc1cc(OC)cc(-c2nn[nH]n2)c1	-0.8	20.1*	-3.0	-0.1	-1.5	-2.7	-3.1	-9.2	4.4	-1.0	0.3
34	O=C(CCS(=O)(=O)c1ccc(F)cc1)Nc1nnc(-c2ccco2)o1	-0.8	3.6	-0.4	-1.4	-0.7	0.1	4.4	-1.0	2.7	-0.1	3.7
35	CSc1ccc(S(=O)(=O)N2CCC(C(=O)N3CCc4ccccc4C3)CC2)cc1	-3.0	-16.8	0.2	-0.3	-1.3	-1.4	-0.7	1.1	-13.9	0.6	-31.6
36	C/C(Cc1ccccc1)=N\NC(=O)CNC(=O)/C=C\c1ccccc1	-1.5	5.7	1.4	0.0	-1.2	0.6	-2.7	1.7	5.6	.	0.9
37	COc1ccc(-c2ccc(SCC(=O)NC3CCCCC3)nn2)cc1	-0.7	-1.3	4.5	0.2	-0.7	2.1	2.9	-2.6	0.7	0.7	2.9
38	O=C(NCCN1CCOCC1)c1cc(-c2ccc(Cl)cc2Cl)on1	1.2	1.4	4.5	0.2	-0.7	1.8	5.1	8.8	-3.9	0.5	14.0
39	CC1CN(CC(O)COc2ccc(C#N)cc2)CCN1CC(O)COc1ccc(C#N)cc1 (stereo not given)	-2.5	-2.6	-2.0	-0.3	-1.2	-2.4	0.6	7.8	4.7	0.8	1.9
40	O=C(Nc1nnc([C@H]2C[C@H](O)[C@@H](CO)O2)s1)Nc1ccccc1F	1.7	-5.9	3.8	1.5	0.0	2.0	4.3	0.7	3.2	.	-0.8
41	O=C(NC1CCCCC1)c1cc(-c2ccccn2)nc2ccccc12	0.7	0.6	3.9	-0.2	-1.4	-1.4	0.3	-8.2	-2.8	-1.5	-0.1
42	CCOCCCNC(=O)C(NC(=O)c1ccccc1O)c1ccccc1 (stereo not given)	0.5	-0.3	0.9	0.0	-1.2	-1.7	-2.8	-288.4	1.7	1.5	0.6
43	O=C(CSc1nnc(COc2ccccc2)o1)N1CCCC1	-1.8	2.8	0.6	0.4	-0.7	-2.5	0.2	-8.4	2.0	-0.5	0.1
44	COc1ccc(CN(C(=O)CNC(=O)c2ccco2)C(C(=O)NCC2CCCO2)c2ccccc2)cc1 (stereo not given)	-0.5	8.9	-0.5	-0.7	-1.8	-1.6	-1.7	-1.8	1.6	-1.4	2.0
45	C/C(=N\Nc1ccc(C(=O)O)cc1)c1ccc(S(=O)(=O)NCc2ccco2)cc1	0.8	-2.0	-0.3	0.8	-0.9	-0.4	-2.8	-1.5	0.7	-1.4	-1.9
46	O=C(CSc1nc2cc([N+](=O)[O-])ccc2n1-c1ccccc1)NCc1ccc2c(c1)OCO2	2.9	-2.3	2.2	0.5	-0.9	0.9	-0.7	2.4	-8.4	0.3	-4.3
47	O=C(NCc1ccc(Cl)cc1)Nc1ccc(F)cc1	-0.2	-2.4	2.6	0.9	-0.5	5.1	2.9	11.9	0.6	-0.1	0.8
